# Akt phos inh: Akt phosphorylation inhibition. Neuro2A IGF-stimulated pAkt S473 HTRF, 20 min; active compounds read low. actives 0.32% (n = 360,000). activity change, % for hits at 50 µM. AID 651550; in the data active = activity change below about -80%; inconclusive = mostly about -51% to -80%; also: % is scaled to controls: 0 for no effect and ±100 for the full control effect
#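 Neuro2A cells in DMEM with 0.5% FBS, overnight at 37 deg C, given compound at single 50 µM final, then IGF (6 nM final) for 20 min at 37 deg C. Lysed; phospho-Akt Ser473 by HTRF after 24 h, 665/615 ratio.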
# A549 tox: counter-screen for Nrf2 inhibitors: cytotoxicity in A549 cells. actives 0.16% (n = 390,000). A549 ARE-Fluc cells, CellTiter-Fluor viability, 18-24 h. Potency, µM (titrated, usually from 46 µM), without a hit: at the highest dose activity change, negative = cytotoxicity, actives largely listed as inhibitors; also: potency is read from the fitted curve at half-maximal effect; % is scaled to controls: 0 for no effect and ±100 for the full control effect
#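 A549 ARE_Fluc cells in 5% FBS OPTI-MEM were exposed to compounds in concentration-response for 18-24 h at 37 deg C. Viability was read by CellTiter-Fluor fluorescence (Ex 405/Em 525) after 30 min, before the luciferase read.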
# CCT chaperon mod: modulators of cytosolic chaperonin (CCT/TRiC) activity; AID 651819; purified chaperonin ATPase assay, HTRF ADP detection, 30 min; actives 0.3% (n = 360,000); activity change, % (concentration not given with the values), hits read low; in the data active = activity change below about -30%; also: % is scaled to controls: 0 for no effect and ±100 for the full control effect
#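 ATPase activity: ADP formed was measured by HTRF Transcreener (665/615 nm ratio) after 30 min at 37 deg C with 10 uM ATP. Compounds screened at one 76 uM concentration against 40 or 20 nM TRiC in Tris pH 7.4/KCl/MgCl2/DTT buffer.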
# HepG2 viability: HepG2 cytotoxicity, counter-screen for TGF-b inhibitors; HepG2 CAGA-GFP viability, ATP luminescence, 18 h; Potency, µM (titrated, usually from 46.1 µM), inactives show at the highest dose activity change, negative = cytotoxicity, actives largely listed as cytotoxic; actives 0.76% (n = 410,000); AID 588856; also: potency is read from the fitted curve at half-maximal effect; some results filed as inactive show a strong effect at the top dose
#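 HepG2 CAGA-GFP cells (1000/well, DMEM with 1% FBS) received compound, then TGF-beta at 500 pg/mL final, and were incubated 18 hours at 37 degrees C. Viability was read by CellTiter-Glo luminescence. Media-only wells were set as complete cell-killing and DMSO as no toxicity.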
# TGFb inhibitor: TGF-b pathway inhibition. Potency, µM (doses to about 46.1 µM), inactives show at the highest dose activity, negative = inhibition, usual class: inhibitors. HepG2 CAGA-GFP TGF-b/SMAD3 reporter, GFP fluorescence, 18 h; TGF-beta stimulated, 500 pg/mL final. actives 1.2% (n = 410,000); also: potency is read from the fitted curve at half-maximal effect; % is scaled to controls: 0 for no effect and ±100 for the full control effect; nearly all actives have a fitted effect of over 65% in size
#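 TGF-beta reporter screen: HEPG2 CAGA-GFP, 1% FBS, 500 pg/mL TGF-beta final, 18 h; per-cell GFP summed per well; curves fitted and categorized by class.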
# S2 tox: cell viability loss in ATXN counter-screen. S2 cells (HEK-293 line with an ATXN2-luciferase reporter) viability, CellTiter-Fluor protease fluorescence, 24 h. actives 0.49% (n = 400,000). AID 651635. Potency, µM (top dose mostly 56.7 µM), usual class: cytotoxic; also: potency is read from the fitted curve at half-maximal effect; nearly all actives have a fitted effect of over 40% in size
# Nrf2 activator: activates Nrf2 signaling; AREc32 ARE-luciferase reporter (MCF7-derived line), luminescence, 24 h; Potency, µM (top dose mostly 46.1 µM), inactives show at the highest dose activation, usual class: activators; actives 0.31% (n = 410,000); AID 624171; also: potency is read from the fitted curve at half-maximal effect; % of control where 0% means no effect; nearly all actives have a fitted effect of over 65% in size
#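 Quantitative high-throughput format: AREc32 reporter cells, 1000 per well, received compound by pin transfer and were incubated 24 hr at 37 deg C, 5% CO2, before Steady-Glo luminescence detection.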
# Nrf2 block: Nrf2 pathway inhibition. A549 ARE-Fluc reporter, luciferase luminescence, 18-24 h. Potency, µM (highest dose often 46 µM), for inactives: top-dose activity change, negative = inhibition, most hits filed as inhibitors. actives 2.1% (n = 360,000). AID 504444; also: potency is read from the fitted curve at half-maximal effect; % is scaled to controls: 0 for no effect and ±100 for the full control effect; nearly all actives have a fitted effect of over 60% in size
#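 A549 ARE_Fluc cells (5000/well, 5% FBS OPTI-MEM) pre-incubated 2 h, then treated with compounds 18-24 h at 37C/5% CO2 in concentration-response. CellTiter-Fluor viability read first; BugLite luciferase luminescence after 15 min at room temperature gives Nrf2 activity.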
# Mm-Cpn inhibitor: inhibitors of Methanococcus maripaludis chaperonin (MmCpn). Potency, µM (highest dose often 76.9 µM), inactives show at the top dose activity, negative = inhibition, actives largely listed as inhibitors. actives 0.031% (n = 330,000). purified Mm-Cpn ATPase, ADP Transcreener TR-FRET. AID 504842; also: potency is read from the fitted curve at half-maximal effect; % is scaled to controls: 0 for no effect and ±100 for the full control effect; nearly all actives have a fitted effect of over 80% in size
#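 Quantitative HTS used 25 nM Mm-CPN and 10 uM ATP in magnesium/KCl Tris buffer, pH 7.4, with 1 mM DTT. Hydrolysis ran 30 min at 37°C; ADP was read by HTRF.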
# Numbers without * were called inactive; i = inactive; ? = inconclusive; . = no result given. Unless noted, calls follow the shape of the dose curve; as a rule, active = well fitted curve in the direction sought with a large enough effect; inconclusive = small, poorly fitted or top-dose-only effect, or another doubt; inactive = no such curve, though single readings can be large; an effect the other way counts as inactive or inconclusive.
SMILES,Akt phos inh,A549 tox,CCT chaperon mod,HepG2 viability,TGFb inhibitor,S2 tox,Nrf2 activator,Nrf2 block,Mm-Cpn inhibitor
CCOC(=O)CSc1nc2cc3c(cc2c(=O)n1CCCC(=O)NCCc1ccc(OC)c(OC)c1)OCO3,.,2.6%,.,4.1%,-3.7%,.,-0.4%,.,.
Oc1cnc2ccccc2c1CN1CCOCC1,i,-12.7%,-4.3,-14.1%,10.4%,i,2.3%,-14.4%,-0.6%
N#Cc1cc2ccccc2nc1SCc1ccccn1,i,7.3%,-1.5,-10.0%,22.1%,i,8.2%,.,-2.6%
CCNC(=O)CCn1nc(-c2ccc(C)cc2)c2ccccc2c1=O,i,8.4%,-0.1,-0.1%,1.5%,i,0.2%,-3.3%,-0.4%
CCC(C)NC(=O)C1CCN(S(=O)(=O)c2ccc3nc4c(c(C(=O)O)c3c2)CCCCC4)CC1 (stereo not drawn),i,8.8%,-1.5,-0.2%,8.7%,i,-0.7%,?,3.8%
CCN(C(=O)c1cc(Cl)ccc1OC)c1ccccc1C,i,-2.5%,-4.9,9.0%,10.7%,i,-0.5%,-11.5%,0.5%
O=C(CNc1cccc2ccccc12)N/N=C/c1cccc(Oc2ccccc2)c1,i,0.0%,-0.5,-91.0%,?,?,-1.2%,?,0.2%
COc1ccccc1CNC(=O)COC(=O)Cc1c(Cl)cccc1Cl,i,-0.3%,-0.8,3.1%,3.2%,i,-0.6%,6.5%,0.5%
Cc1cccnc1NC(=O)C1CCCN1S(=O)(=O)c1ccc(Cl)cc1 (stereo not drawn),i,7.8%,-2.5,-26.3%,1.0%,i,0.1%,19.3%,3.2%
O=C(CSc1nnc(NC(=O)c2ccco2)s1)NC1CCCC1,i,-8.7%,-3.9,1.8%,-1.0%,i,0.0%,1.4%,-2.0%

# Arranged by formula weight (largest number first): part of the list above
SMILES,Akt phos inh,A549 tox,CCT chaperon mod,HepG2 viability,TGFb inhibitor,S2 tox,Nrf2 activator,Nrf2 block,Mm-Cpn inhibitor
COc1ccccc1CNC(=O)COC(=O)Cc1c(Cl)cccc1Cl,i,-0.3%,-0.8,3.1%,3.2%,i,-0.6%,6.5%,0.5%
CCNC(=O)CCn1nc(-c2ccc(C)cc2)c2ccccc2c1=O,i,8.4%,-0.1,-0.1%,1.5%,i,0.2%,-3.3%,-0.4%
CCN(C(=O)c1cc(Cl)ccc1OC)c1ccccc1C,i,-2.5%,-4.9,9.0%,10.7%,i,-0.5%,-11.5%,0.5%

# Next part.
SMILES,Akt phos inh,A549 tox,CCT chaperon mod,HepG2 viability,TGFb inhibitor,S2 tox,Nrf2 activator,Nrf2 block,Mm-Cpn inhibitor
COc1ccc(C)cc1S(=O)(=O)N1c2ccc(C)cc2C2CN(C)CCC21 (stereo not drawn),i,2.0%,-2.3,-20.1%,-12.1%,i,0.0%,-3.7%,0.3%
O=C(Cn1c2c(sc1=O)C1c3ccccc3OCC1CS2)Nc1ccc(Cl)c(Cl)c1 (stereo not drawn),i,-0.8%,-1.4,-4.9%,-17.4%,i,2.6%,-20.4%,1.1%
CCc1ccccc1NC(=O)N1C2CCCC1CC(NC(=O)C(C)(C)C)C2 (stereo not drawn),i,-2.6%,-1.9,3.7%,-9.7%,i,-0.9%,-9.4%,3.3%
O=C([C@H]1O[C@@H](n2ccc(=O)[nH]c2=O)[C@H](O)[C@@H]1O)N(CCC1=CCCCC1)CC1CC1,i,.,1.7,-10.3%,3.8%,i,1.4%,.,.
COc1ccccc1OCCCC(=O)Nc1ccc(N2CCOCC2)cc1,i,-0.2%,-4.0,-15.0%,-8.0%,i,-1.2%,-42.1%,-0.8%
Cc1ccnc(N2CCC(C(=O)NCc3ccc(F)cc3)CC2)n1,i,-0.8%,-0.2,5.9%,2.0%,i,-0.6%,10.7%,?
COc1cccc(/C=C2/Sc3ccc(C(=O)NCCCN4CCCC4)cc3NC2=O)c1,i,-2.6%,1.5,-109.7%,?,?,-3.9%,4.8%,-1.4%
C=C[C@H](CC(C)C)N(Cc1ccccc1)S(=O)(=O)N(Cc1ccc(OC)cc1)[C@H](C=C)CC(C)C,i,11.0%,-5.0,-25.9%,-27.3%,i,-0.1%,4.8%,-2.2%
CN(C)CC#Cc1cccc(-c2nc(C(=O)O)cc3c2[C@@H](CCO)N(S(=O)C(C)(C)C)C3)c1 (stereo partly drawn),i,.,-1.5,-14.5%,?,i,0.6%,.,.
O=c1c2cc(O)c(O)cc2oc2cc(O)c(C3OC(CO)C(O)C(O)C3O)c(O)c12 (stereo not drawn),i,-12.0%,1.9,-1.1%,-11.3%,?,2.0%,4.4%,-8.5%
CC(=O)NCCNC(=O)Cn1nnc(-c2ccccc2)c1COc1ccc2ccccc2c1,i,.,-0.6,-22.2%,17.9%,i,-0.7%,.,.
CC(C)(C)CC(=O)NC(=S)NCc1ccco1,i,?,-2.1,-17.3%,-2.7%,i,1.1%,-10.6%,-1.1%
COCCCn1[nH]c2c3c(ccc2c1=O)C(=O)c1ccccc1C3=O,i,?,0.4,-93.3%,?,i,-1.8%,?,-0.6%
c1cncc(-c2noc(-c3cccc4ccccc34)n2)c1,i,24.0%,1.6,-28.7%,-1.6%,i,?,?,-5.5%
COc1ccc(-c2cc(-c3c(O)c(OC)c4occc4c3OC)[nH]n2)cc1,i,?,-0.3,-26.5%,?,i,4.5%,?,-0.4%
O=C(N=C1SC2CS(=O)(=O)CC2N1Cc1ccccc1)c1ccccc1 (stereo not drawn),i,.,1.2,-13.3%,-8.6%,i,-0.3%,.,.
O=C(NC1CCC(O)CC1)c1ccccc1OCc1ccc(F)cc1 (stereo not drawn),i,-4.3%,-1.3,-11.2%,-1.5%,i,-0.7%,-6.2%,-1.4%
Cn1nc(C(=O)Nc2ccccc2Cl)cc1C(=O)Nc1ccccc1Cl,i,-0.4%,-0.6,-16.6%,-18.1%,i,0.1%,-10.4%,.
COc1ccccc1CNC(=O)CSc1nc(=O)[nH]c2c1CCCC2,.,-2.3%,.,2.5%,16.3%,.,-0.6%,.,.
Cc1nc(C(=O)Nc2ccccc2)sc1C1(C)CC(c2cccc([N+](=O)[O-])c2)=NO1 (stereo not drawn),i,5.6%,-0.8,-6.7%,-9.5%,i,4.4%,-5.0%,-4.7%
COCCC(=O)Nc1c(-c2ccccc2)c2cc(Br)ccc2[nH]c1=O,i,11.5%,1.3,-2.2%,-23.8%,i,0.1%,?,-5.5%
CCc1nc(C)ccc1OCC(=O)N(CC)CC,i,-1.7%,-0.3,-1.3%,1.1%,i,-0.7%,-0.3%,-11.2%
Cc1oc2ncnc(N3CCOCC3)c2c1C(=O)N(Cc1ccccc1)C(C)C,.,10.2%,.,-72.3%,-8.8%,.,-0.6%,?,.
CCc1cccc(C)c1N(C(=O)Cn1c(COC)nc2ccccc21)C(C)COC (stereo not drawn),i,-4.4%,-2.9,-41.3%,7.2%,i,-0.2%,-10.1%,0.4%
Cc1ccc2c(c1)c1nnc(SCC(=O)N3CCN(c4ccc(F)cc4)CC3)nc1n2CC(=O)O,i,1.1%,0.6,6.7%,4.8%,i,-0.4%,0.3%,1.1%
COC(=O)c1sc(NC(=O)c2cc3nc(-c4ccc(Br)cc4)cc(C(F)(F)F)n3n2)c(C(=O)OC)c1C,.,-6.9%,.,-7.5%,-1.0%,.,4.4%,.,.
CC(=O)Oc1ccc(C2=NN(c3ccccc3)C(c3ccccc3)C2)cc1 (stereo not drawn),i,6.5%,-0.1,-120.4%,?,i,6.6%,6.7%,-4.4%
COc1ccccc1-n1cnnc1SCC(=O)Nc1ccccc1,i,2.0%,-1.0,0.5%,0.5%,i,0.2%,?,1.8%
O=C(Nc1ccc(N2C(=O)C3C4C=CC(C4)C3C2=O)cc1)Nc1nnc(C(F)(F)F)s1 (stereo not drawn),i,-1.4%,0.6,-20.2%,?,?,-1.2%,19.0%,-1.8%
CN(CC(=O)Nc1ccc(F)cc1)C(=O)CSc1nc2ncc(Cl)cc2[nH]1,i,2.6%,0.7,15.5%,2.7%,i,-0.1%,15.8%,1.2%
CCc1nc2c(OCc3ccc(Cl)cc3Cl)cccn2c1N(C)C(=O)C1CC1,i,.,-0.7,-29.6%,?,17.8µM*,0.6%,.,.
O=C(Cc1ccccc1)c1ccc(N2CCOCC2)cc1,i,14.5%,1.1,-0.3%,8.6%,i,4.8%,?,.
CCc1cccc(NC(=O)CCc2c(C)nc3c(-c4ccccc4)c(C)nn3c2C)c1,.,-4.8%,.,-24.3%,?,i,0.4%,?,.
CC1CCCC(C)N1C(=O)COC(=O)c1ccc(Br)c(S(=O)(=O)N2CCOCC2)c1 (stereo not drawn),i,-10.3%,-3.0,-4.6%,-3.4%,i,-0.3%,5.9%,1.0%

# Some of the entries above in another layout:
SMILES	Akt phos inh	A549 tox	CCT chaperon mod	HepG2 viability	TGFb inhibitor	S2 tox	Nrf2 activator	Nrf2 block	Mm-Cpn inhibitor
CCc1cccc(NC(=O)CCc2c(C)nc3c(-c4ccccc4)c(C)nn3c2C)c1	.	-4.8%	.	-24.3%	?	i	0.4%	?	.
CC1CCCC(C)N1C(=O)COC(=O)c1ccc(Br)c(S(=O)(=O)N2CCOCC2)c1 (stereo not drawn)	i	-10.3%	-3.0	-4.6%	-3.4%	i	-0.3%	5.9%	1.0%

# Screening results (PubChem BioAssay)

# The order is random; about 4.4% have a hit in one of these screens.
